Assay outcomes from PubChem BioAssay.
GLA spleen mod = qHTS Assay for Inhibitors and Activators of Human alpha-Galactosidase From Spleen Homogenate. human spleen homogenate, 4MU-alpha-Gal fluorescence, 40 min. Potency, µM (titrated, usually from 80 µM), inactives show at the highest dose activity change, negative = inhibition, actives largely listed as inhibitors. Alpha-galactosidase A (Homo sapiens), P06280. actives 0.008% (n = 240,000). AID 2107, 2009;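 also: 0% = enzyme with vehicle and -100% = no enzyme basal signal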
Target sequence (P06280 32-429 limits assumed): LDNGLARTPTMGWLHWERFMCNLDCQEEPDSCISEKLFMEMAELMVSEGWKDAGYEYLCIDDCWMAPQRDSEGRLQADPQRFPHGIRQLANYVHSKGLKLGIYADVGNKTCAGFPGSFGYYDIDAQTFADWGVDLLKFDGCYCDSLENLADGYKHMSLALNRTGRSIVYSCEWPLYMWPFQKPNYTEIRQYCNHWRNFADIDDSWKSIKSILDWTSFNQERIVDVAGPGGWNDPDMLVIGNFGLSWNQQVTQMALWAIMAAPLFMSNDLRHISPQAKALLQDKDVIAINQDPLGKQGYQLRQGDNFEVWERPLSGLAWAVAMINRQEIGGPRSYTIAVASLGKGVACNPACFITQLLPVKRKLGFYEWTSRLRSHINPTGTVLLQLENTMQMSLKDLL
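Human spleen homogenate (1 ug) was the enzyme source, with 4-methylumbelliferyl-alpha-D-galactopyranoside (1 mM final) in pH 5.0 citrate buffer with 0.01% Tween-20. Compounds were titrated; after 40 min at 37C, NaOH/glycine stop, 4-MU fluorescence read; AC50 from Hill fits.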
Tau FP inhib = qHTS for Inhibitors of Tau Fibril Formation, Fluorescence Polarization. Microtubule-associated protein tau (Homo sapiens), P10636. K18 P301L tau heparin fibrillization, Alexa594 FP, 6 h. Potency, µM (titrated, usually from 57.7 µM), inactives show at the top dose activity, negative = inhibition, usual class: inhibitors. actives 0.39% (n = 280,000). AID 1468, 2008; also: % is scaled to controls: 0 for no effect and ±100 for the full control effect; nearly all actives have a fitted effect of over 55% in size
Target sequence (P10636 561-689 P618L limits assumed): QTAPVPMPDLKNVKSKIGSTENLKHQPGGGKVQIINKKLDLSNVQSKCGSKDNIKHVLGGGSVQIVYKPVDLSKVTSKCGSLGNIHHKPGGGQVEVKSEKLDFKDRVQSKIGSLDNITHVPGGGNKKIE
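Compound effects on tau fibrillization are measured by Alexa 594 fluorescence polarization (ex 555, em 632 nm). K18 P301L tau is used at 15 uM with 0.24 uM labeled tracer, and 20 uM heparin induces aggregation over 6 hr at 37 C.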
GAA inh = qHTS Assay for Inhibitors of Human alpha-Glucosidase as a Potential Chaperone Treatment of Pompe Disease | Lysosomal alpha-glucosidase (Homo sapiens), P10253 | actives 0.005% (n = 200,000) | Potency, µM (series often up to 76.9 µM), inactives show top-dose activity change, negative = inhibition, most hits filed as inhibitors | purified human GAA, 4-MU-alpha-glucoside fluorescence;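 also: plate controls were uninhibited enzyme wells for no effect and no-enzyme background for full effect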
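Human enzyme at 4 nM with 400 uM 4-methylumbelliferyl-alpha-D-pyranoside, citrate/phosphate buffer pH 5.0, 0.005% Tween-20, 20 min at room temperature. Compounds up to 77 uM. 4-MU fluorescence (Ex 365/Em 440) read after NaOH/glycine stop; AC50 from Hill fit.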
HTT ATP protect = qHTS Multiplex Assay to Identify Dual Action Probes in a Cell Model of Huntington: Cytoprotection (ATP) | PC12 HTT-Q103 induced, cytoprotection, ATP luminescence, 40 h | Potency, µM (highest dose often 56.4 µM), inactives show cytoprotection (ATP increase), hits mostly activators | actives 0.14% (n = 230,000) | AID 1471, 2008;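 also: % of control where 0% means no effect; nearly all actives have a fitted effect of over 45% in size; toxic huntingtin expression switched on by the ecdysone agonist tebufenozide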
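PC12 cells with ecdysone-inducible HTT exon 1 Q103-GFP, induced with 100 nM tebufenozide and co-treated with library compounds in a dose series (1536-well, 1500 cells/well). Cytoprotection read as ATP content by ATPlite luminescence.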
GAA glycogen = qHTS Assay for Inhibitors and Activators of Human alpha-Glucosidase Cleavage of Glycogen; recombinant GAA, glycogen substrate, Amplex Red glucose oxidase fluorescence; Potency, µM (doses to about 76.4 µM), without a hit: at the top dose activity change, negative = inhibition, actives largely listed as inhibitors; actives 0.38% (n = 300,000); AID 2100, 2009;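 also: 0% = full enzyme reaction and -100% = no-enzyme basal signal; the screen sought inhibitors and activators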
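Recombinant human alpha-glucosidase (4 nM final) hydrolysed bovine liver glycogen (30 ug) for 40 min at 37 C in pH 5.0 citrate/phosphate with 0.01% Tween-20. Released glucose detected by glucose oxidase/Amplex Red, Ex 573/Em 610 nm. Compounds up to 77 uM; AC50 from Hill fits.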
aGlu spleen mod = qHTS Assay for Inhibitors and Activators of Human alpha-Glucosidase From Spleen Homogenate. AID 2112, 2009. Lysosomal alpha-glucosidase (Homo sapiens), P10253. Potency, µM (titrated, usually from 79.9 µM), for the others: top-dose activity change, negative = inhibition, actives largely listed as inhibitors. human spleen homogenate, 4-MU-alpha-glucoside fluorescence. actives 0.006% (n = 240,000);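 also: 0% = enzyme with vehicle and -100% = no enzyme basal signal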
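AC50 values come from Hill-equation fits of concentration-response data, normalized to no-enzyme and full-activity controls. Enzyme source: 1 ug human spleen homogenate; 1 mM fluorogenic 4-MU glucoside, pH 5.0 citrate buffer, 37 C, 40 min.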
Tau ThT inhib = qHTS for Inhibitors of Tau Fibril Formation, Thioflavin T Binding | AID 1460, 2008 | recombinant tau K18 P301L, heparin-induced fibrillization, ThT fluorescence | Potency, µM (top dose mostly 57.4 µM), inactives show at the highest dose activity, negative = inhibition, usual class: inhibitors | Microtubule-associated protein tau (Homo sapiens), P10636 | actives 2.1% (n = 270,000); also: % is scaled to controls: 0 for no effect and ±100 for the full control effect; nearly all actives have a fitted effect of over 55% in size
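Heparin-induced (20 uM) aggregation of recombinant human K18 P301L tau, 15 uM unlabeled with 0.24 uM labeled, pH 7 acetate buffer, 6 hr at 37 C with compound. Fibrils quantified by 30 uM ThT fluorescence after 1 hr ambient incubation.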
Tau fluor cs = Counterscreen qHTS for Inhibitors of Tau Fibril Formation, Fluorescence Polarization; tau K18 P301L Alexa594 fluorescence, heparin fibrillization; Potency, µM (doses to about 57.7 µM), without a hit: at the highest dose activity change, negative = decrease; actives 0.93% (n = 280,000); AID 1463, 2008; also: % is scaled to controls: 0 for no effect and ±100 for the full control effect; nearly all actives have a fitted effect of over 55% in size
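Human tau K18 P301L (15 uM unlabeled, 0.24 uM Alexa 594-labeled) in 100 mM sodium acetate pH 7 with 20 uM heparin, 6 hr at 37 C. ThT 30 uM added, 1 hr ambient; Alexa 594 FP and total fluorescence read at 555/632 nm.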
Numbers without * were called inactive; u = inconclusive; x = not tested or not shown; [ ] = remark or other dose. Calls follow the shape of the dose curve; as a rule, active = well fitted curve in the direction sought with a large enough effect; inconclusive = small, poorly fitted or top-dose-only effect, or another doubt; inactive = no such curve, though single readings can be large; an effect the other way counts as inactive or inconclusive. Potency is read from the fitted curve at half-maximal effect.

No.	mol	GLA spleen mod	Tau FP inhib	GAA inh	HTT ATP protect	GAA glycogen	aGlu spleen mod	Tau ThT inhib	Tau fluor cs
1	CCN(C(=O)COC(=O)c1[nH]c(C)c(C(C)=O)c1C)C1CCS(=O)(=O)C1 (stereo not drawn)	20.7%	5.4%	u	-1.4%	8.5%	-0.5%	4.9%	2.7%
2	O=C(O)CCc1ccc(-c2cccs2)o1	-4.6%	u	-17.4%	-5.5%	-3.0%	-0.4%	u	-26.8%
3	CCc1nnc(NC(=O)c2ccc(Cl)c(S(=O)(=O)N3CCc4ccccc4C3)c2)s1	u	-13.2%	0.2%	-5.7%[10 µM]	13.0%	-9.8%	-1.0%	-15.7%
4	O=c1[nH][nH]c(-c2ccccc2)c1C=Nc1ccccc1	7.9%	-3.7%	2.4%	-1.4%	-2.5%	0.8%	-8.7%	-3.6%
5	CS/C(=N\S(=O)(=O)c1cccs1)Nc1ccc(Br)cc1F	6.1%	-3.2%	2.8%	10.8%[10 µM]	-4.9%	2.9%	-6.6%	-8.9%
6	COc1ccc(C(=O)N/C(=C\c2cccc([N+](=O)[O-])c2)C(=O)Nc2cccc(C(=O)O)c2)cc1	1.4%	-3.2%	u	u	14.1%	2.4%	-0.7%	-7.0%
7	CC(C)N(Cc1ccccc1)C(=O)/C=C/c1ccccc1[N+](=O)[O-]	-0.9%	11.9%	3.8%	16.9%[10 µM]	19.6%	-8.9%	-13.3%	-14.8%
8	CCOc1ccc(-n2c(=O)c3sccc3n(Cc3ccc(C)cc3)c2=O)cc1	-23.8%	3.6%	-0.6%	-35.5%[inhibitor]	3.0%	3.1%	-0.5%	-7.2%
9	CCN(c1ccc(NC(=O)COC(=O)/C=C/c2cccs2)cc1)C(C)C	-9.1%	u	-13.0%	22.2%[10 µM]	-0.2%	-3.1%	u	u
10	CCNC(=O)c1c(NC(C)=O)sc2c1CCCC2	6.9%	-4.7%	3.2%	19.4%	0.4%	-9.6%	-4.8%	2.7%
11	O=C(C1CCCN(S(=O)(=O)c2cccs2)C1)N1CCC(N2CCCCC2)CC1 (stereo not drawn)	2.7%	1.3%	-3.1%	17.5%	2.4%	3.8%	-11.5%	6.2%
12	COc1cc(CNc2ccc(N3CCN(C(C)=O)CC3)cc2)ccc1OCc1ccccc1	-9.2%	-14.7%	0.7%	2.6%[10 µM]	u	-9.1%	3.98µM*	u
13	O=C1NNC(c2ccccc2)=N/C1=C\c1ccc(Cl)cc1	-3.2%	-4.6%	x	20.9%[10 µM]	3.8%	-5.1%	u	-18.5%
14	O=c1c2c(-c3ccccc3)csc2nc2n1CCC2	15.2%	-0.8%	-5.5%	-0.5%	1.3%	0.0%	-5.1%	1.8%
15	CC1(C)NC(=O)N(CCSc2ccc(Cl)cc2)C1=O	-0.1%	-4.4%	0.1%	-4.5%	5.0%	-2.7%	-9.3%	-15.9%
16	O=C(Nc1sc2c(c1C(=O)NCC1CCCO1)CCCC2)c1cc(=O)c2ccccc2o1 (stereo not drawn)	x	8.0%	x	x	11.2%[76.3 µM]	x	u	-14.2%
17	CSc1nnc(-c2ccco2)n1-c1ccccc1	-4.1%	-3.9%	-15.0%	-6.0%	8.3%	11.5%	0.0%	4.5%
18	CCOC(=O)n1c(=O)n(Cc2c(Cl)cccc2Cl)c2ccccc21	-2.3%	-9.2%	1.2%	5.6%	2.7%	-20.8%	-14.0%	-5.6%
19	O=C(NCCOc1ccccc1)c1ccccc1[N+](=O)[O-]	-7.2%	4.5%	11.0%	-43.3%	16.6%	4.5%	0.2%	3.1%
20	CC(C)Cn1c(N)c(-c2nc(C(C)C)c(C(=O)c3ccccc3F)s2)c(=O)n(C)c1=O	-6.7%	-1.9%	9.2%	-5.8%[10 µM]	6.5%	4.4%	-4.2%	0.4%

Additional records:
No.	mol	GLA spleen mod	Tau FP inhib	GAA inh	HTT ATP protect	GAA glycogen	aGlu spleen mod	Tau ThT inhib	Tau fluor cs
21	CC(C)c1ccccc1S(=O)(=O)c1cc(N)c2ncccc2c1[N+](=O)[O-]	0.0%	u	x	7.94µM*	x	-5.3%	u	u
22	N=C(N)n1c(N)nc2ccccc2c1=O	10.7%	-5.4%	x	19.3%[10 µM]	2.0%	-1.2%	-5.6%	-7.5%
23	CC(C(=O)NCc1ccco1)n1cc([N+](=O)[O-])cn1 (stereo not drawn)	-5.9%	-3.0%	-6.6%	-6.6%	1.1%	-1.0%	-3.2%	-0.8%
24	NC(=O)c1ccsc1NC(=O)CCS(=O)(=O)c1ccccc1	-2.2%	-9.7%	14.1%	3.7%[10 µM]	13.8%	2.0%	-9.3%	-9.3%
25	Oc1ccc(C=Nc2ccc(N3CCOCC3)cc2)c(O)c1	-3.7%	u	0.4%	-21.2%	-7.2%	-3.6%	15.8µM*	u
26	COc1ccccc1N=C(C)C1=C(O)CSC1=O	-2.7%	-6.1%	-1.1%	-6.2%	-4.8%	3.9%	u	-9.1%
27	CCOC(=O)c1[nH]c(C)c(/C(O)=C2\C(=O)C(=O)N(CCN(C)C)C2c2ccc(C)o2)c1C (stereo not drawn)	3.5%	-10.0%	3.7%	-25.6%	11.9%	3.5%	u	-6.6%
28	Cc1ccc(CNC(=O)c2cncc(Br)c2)cc1	10.8%	-6.1%	4.2%	-15.9%	-4.6%	-1.7%	-3.0%	-3.5%
29	O=C1NC(=Nc2cccnc2)S/C1=C\c1cccc(F)c1	-0.3%	-4.1%	-8.3%[15.4 µM]	22.3%[10 µM]	3.9%	-2.1%	u	-9.4%
30	COc1ccccc1CNCc1ccc(C(=O)O)s1	x	-3.1%	x	x	-6.8%[76.3 µM]	x	0.1%	-2.7%
31	COc1ccc(C(=O)Nc2ccc3nc(N4CCC(C)CC4)cc(C)c3c2)cc1	x	-7.1%	x	x	-7.8%[76.3 µM]	x	u	5.01µM*[quencher]
32	CCOc1ccc(CNc2ncnc(N)n2)cc1	-1.4%	4.1%	-2.9%	-11.8%	-2.9%	-6.0%	-5.1%	-9.0%
33	O=C(CC(=O)N/N=C/c1ccccc1O)NCc1cccnc1	5.9%	12.0%	-8.3%	-1.8%[1.9 µM]	3.2%	7.0%	-5.4%	-4.5%
34	Fc1ccc(NC(=S)NCc2cccnc2)cc1	5.2%	-0.5%	6.5%	-39.1%[inhibitor]	-10.3%	-2.3%	5.1%	7.6%
35	Cc1cc(C(=O)CN2C(=O)NC(C)(c3cccc(Br)c3)C2=O)c(C)n1Cc1ccco1 (stereo not drawn)	7.5%	8.1%	-4.1%	-23.2%	-3.6%	-4.9%	-15.9%	-17.8%
36	CCCCc1cc(=O)oc2cc(C)c3c(C)coc3c12	x	-1.7%	x	x	-3.3%[76.3 µM]	x	u	-12.8%
37	CC1(C)CC2(CC(c3ccccc3)Oc3cc(O)ccc32)NC(=O)N1 (stereo not drawn)	2.2%	4.9%	-5.3%	12.6%[10 µM]	5.6%	-0.5%	1.4%	-4.4%
38	COCC(C)NCC(=O)NC(C)CCc1ccccc1 (stereo not drawn)	-3.0%	-0.7%	6.2%	-10.7%[10 µM]	-4.1%	-1.6%	1.5%	-3.5%
39	C=CCN1c2ccccc2[C@]23C[C@@H](C(=O)OC)N(C(=O)OCC)C2=NC(C(=O)OC)=C(C(=O)OC)[C@H]13	-4.5%[17.5 µM]	-1.7%[11.6 µM]	x	-5.1%[10 µM]	x	-5.0%[17.4 µM]	0.3%[11.5 µM]	-2.8%[11.6 µM]
40	Cc1ccc(S(=O)(=O)/N=C(\CN2CCOCC2)N2CCOCC2)cc1	-6.8%	8.2%	-0.3%	-2.5%	-2.2%	-5.7%	-1.0%	3.3%

Some of the entries above, set out differently:
29. O=C1NC(=Nc2cccnc2)S/C1=C\c1cccc(F)c1
  GLA spleen mod = -0.3%
  Tau FP inhib = -4.1%
  GAA inh = -8.3%[15.4 µM]
  HTT ATP protect = 22.3%[10 µM]
  GAA glycogen = 3.9%
  aGlu spleen mod = -2.1%
  Tau ThT inhib = u
  Tau fluor cs = -9.4%

25. Oc1ccc(C=Nc2ccc(N3CCOCC3)cc2)c(O)c1
  GLA spleen mod = -3.7%
  Tau FP inhib = u
  GAA inh = 0.4%
  HTT ATP protect = -21.2%
  GAA glycogen = -7.2%
  aGlu spleen mod = -3.6%
  Tau ThT inhib = 15.8µM*
  Tau fluor cs = u

Other results follow.
No.	mol	GLA spleen mod	Tau FP inhib	GAA inh	HTT ATP protect	GAA glycogen	aGlu spleen mod	Tau ThT inhib	Tau fluor cs
41	CC(C)(CNc1ccc([N+](=O)[O-])cc1Cl)CNS(C)(=O)=O	-2.9%	-3.1%	-12.9%	14.6%	-3.5%	-10.7%	-7.1%	-7.3%
42	CCN(CC)C(=O)c1sc(NC(=O)C(Sc2ccccc2)c2ccccc2)c(C(=O)OC(C)C)c1C (stereo not drawn)	-9.0%	-5.7%	-3.7%	-16.0%	-1.5%	-10.7%	-14.4%	-9.0%
43	Cc1ccc(NC(=O)CSc2nc(-c3cccs3)cc(C(F)(F)F)n2)cc1C	x	u	x	x	7.5%[76.3 µM]	x	u	-15.0%
44	COc1ccc(-c2noc(CCC(=O)NCC3CCN(Cc4cccc(C)c4)CC3)n2)cc1	-2.4%	-2.0%	-6.9%	4.6%	3.0%	-2.9%	-23.8%	-9.5%

Random draw from the library (roughly 3.3% active in at least one column).
